# IEC-6 tox = counter-screen for KLF5 inhibitors: cytotoxicity in IEC-6 cells; inhibition, % at 5 µM; hit rate 0.78% among 290,000; IEC-6 cytotoxicity, luminescence viability; in the data active = inhibition above about 22%;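 note: 0% = plate median of test compound wells and 100% = cytotoxic reference compound wells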
# KLF5 inh = suppresses KLF5 promoter-driven expression; DLD-1 KLF5 promoter-luciferase reporter, luminescence; inhibition, % at 5 µM; AID 1700; hit rate 0.23% among 290,000;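 active = inhibition above a per-plate limit of that plate's mean compound inhibition plus 3 SD, cut at about 60% in these data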;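 note: 0% = DMSO wells and 100% = LY294002 at 200 µM; higher means less KLF5 promoter-driven luciferase light; inactives centre near -14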
# HSF1 inhib = HSF1 inhibition. hit rate 0.77% among 300,000. activity change, negative = inhibition, % at 7.5 µM (by protocol). NIH3T3-HGL HSE-luciferase, MG132-induced, luminescence 8 h; stronger effect = lower value;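 active = more than half of replicate wells show activity change below -50%, luminescence cut by over half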;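 note: luciferase reports HSF-1 transcriptional activity via heat shock element; 0% = median of DMSO wells and -100% = zero luminescence signal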
# aSyn UTR inh = MLPCN primary screen, SNCA 5' untranslated region. alpha-synuclein 5'UTR reporter, inhibitor activity. inhibition, % (tested at 7.5 µM). hit rate 0.82% among 300,000. AID 1813; in the data active = inhibition above about 60%;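 note: H4 neuroglioblastoma cells stably carrying SNCA 5'UTR luciferase fusion; 0% = DMSO wells and 100% = positive control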
# Platelet DG rel = modulates dense granule release in human platelets. human platelet-rich plasma, SFLLRN dense granule ATP release, luminescence. hit rate 0.22% among 300,000. inhibition, %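 (compounds screened at 7.5 µM in platelet-rich plasma)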;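 active = mean replicate score, as percent of positive control, at or above 50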
# HSP90 inh = inhibitors of HSP90 luciferase refolding in rabbit reticulocyte lysate; hit rate 0.91% among 290,000; luciferase refolding luminescence, 3 h; inhibition, % at 5.6 µM; AID 1789;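 active = inhibition above the screen-wide mean plus 3 SD, computed separately per campaign, cut at about 16% in these data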;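 note: 0% = DMSO wells and 100% = 60 µM geldanamycin wells; inhibitors lower the luminescence because luciferase stays unfolded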
# HIF act = HIF pathway transcriptional activation | U2OS HRE-luciferase reporter, luminescence; normalized: DMSO 0%, desferrioxamine 100% | activation, % at 7.5 µM (by protocol) | hit rate 0.32% among 300,000 | AID 1910;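 active = mean activation of at least 10% of the iron chelator positive control signal, with at least half of replicates also reaching 10%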
# AI-2 QS mod = modulators of Vibrio harveyi AI-2 quorum sensing system; activity change, % at 7.5 µM; hit rate 0.4% among 300,000; Vibrio harveyi JMH597 AI-2 luminescence/OD600 ratio, 9 h; stronger effect = lower value; strain lacks LuxN and CqsS sensors; 0 = neutral-control median; AID 2094; in the data active = activity change below about -75%, passing the limit was not always enough;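 note: luminescence divided by OD600 gain over 9 h not by final OD600 alone; inactives centre near 13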
# HSF1 activator = increases HSF-1 driven luciferase reporter signal. NIH3T3-HGL HSF-1 luciferase reporter, MG132, 8 h; 100% = twice DMSO control signal. activation, % at 9 µM. hit rate 1.7% among 300,000. AID 504408;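 active = mean replicate activation of at least 50% with a set share of replicates each reaching 50%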;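 note: 0% = median of the neutral control wells and 100% = twice that signal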
# SKKanGAS inh = inhibitors of SKKanGAS S. pyogenes growth in kanamycin (SK-promoter or general growth effect) | hit rate 1.3% among 300,000 | inhibition, % at 7.5 µM | BacTiter-Glo, 6 h | AID 1662;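 active = mean replicate score, as percent of positive control median, at least 50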;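 note: strain carries kanamycin resistance gene driven by streptokinase promoter and grows in 40 µg/ml kanamycin; loss of luminescence reflects streptokinase promoter inhibition or plain growth inhibition; 0% = median of DMSO wells and 100% = positive control at its reference dose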
# Active calls of the source: *; nt = not tested or not shown.
SMILES,IEC-6 tox,KLF5 inh,HSF1 inhib,aSyn UTR inh,Platelet DG rel,HSP90 inh,HIF act,AI-2 QS mod,HSF1 activator,SKKanGAS inh
COc1ccccc1C(=O)NNc1ncc(C)s1,-5,-31,-7,-3,-1,-1,-1.1,5,-13,nt
Cn1cc(S(=O)(=O)NC2CCCCC2)c(=O)n(C)c1=O,nt,nt,-4,-2,-10,nt,0.2,21,-10,-9
CCn1c(=O)c([N+](=O)[O-])c(NCC2CCCO2)c2ccccc21 (stereo not given),10,20,3,-11,14,1,-0.2,-16,14,0
COc1ccc(CNCc2ccncc2)cc1OC,-6,-3,0,1,-1,3,-1.1,-4,4,5
Cc1cc(C(=S)N2CCOCC2)c(C)n1-c1ccc(Cl)cc1,-6,-5,2,-18,-16,2,0.2,60,9,1
Nc1nnnn1/N=C/c1cc(Cl)cc(Cl)c1O,-2,-22,-3,16,13,0,2.4,27,16,8
CCCS(=O)(=O)c1nc(S(=O)(=O)c2ccc(C)cc2)c(N2CCC(C)CC2)s1,-4,-15,2,7,-5,6,-0.7,27,21,-9
O=C(Nc1c(C(=O)c2ccccc2)oc2ccccc12)c1cc(-c2ccccc2O)n[nH]1,-7,2,25,-3,5,-5,-0.5,28,66*,24
O=C(COc1c(F)c(F)c(C(F)(F)F)c(F)c1F)Nc1ccc(N2CCOCC2)c(Cl)c1,9,-46,4,8,-2,2,-0.2,32,-13,6
COc1ccc(CN2CCC(C(=O)Nc3ccc(Oc4cccnc4)cc3)CC2)cc1,6,-15,2,17,18,1,-0.2,17,-5,2
CN(C(=O)c1ccccc1NC(=O)C(F)(F)F)c1ccccc1,-2,-37,1,-1,-1,2,-0.6,19,-4,-2
O=C(N/N=C/c1cc2c(c([N+](=O)[O-])c1)OCO2)c1ccncc1,-3,-19,-4,16,16,-1,-9.6,31,4,2
COc1ccc(CCNC(=O)CN2CCOc3ccccc32)cc1OC,-1,0,-1,18,7,-2,0.0,11,0,-1
CCn1c(COc2ccc(=O)n(-c3ccccc3)n2)n[nH]c1=S,-2,-6,-5,15,3,0,0.1,8,-10,4
O=C(NC1CCCCC1)c1cc(-c2ccc(O)cc2)on1,8,-83,20,-153,0,4,1.7,-7,47,-3
COc1cc(C(C)=O)ccc1O,nt,nt,-3,26,0,nt,0.2,6,-24,-3
CCOC(=O)CN1C(=O)NC2NC(=O)NC21 (stereo not given),-3,-48,0,6,-7,0,-0.3,1,14,6
COCCNCCOCCOc1cccc(OC)c1,6,-35,-6,0,19,5,0.0,11,-4,2
CCC(C)(C)C1CCC2(CC1)NC(=O)N(CC(=O)Nc1nc(-c3ccc(C)cc3)cs1)C2=O (stereo not given),3,-31,-3,-51,2,5,-0.2,32,3,-4
CCc1ccc(NC(=O)C2CCCN(S(=O)(=O)c3cccs3)C2)cc1 (stereo not given),8,0,5,1,4,5,-0.5,nt,0,21
CC(=O)Cc1nnn(-c2cc(C)on2)n1,2,-6,-8,-2,-2,7,-0.1,26,5,-2
Cc1cc2cc(CN(Cc3ccco3)C(=O)C3CCCCC3)c(=O)[nH]c2cc1C,2,-8,-4,-12,13,1,-0.3,11,-1,1
COC(=O)c1ccccc1-n1c(C)nc(=O)c(-c2ccccc2)c1C,2,-24,2,-20,-2,-1,0.0,10,-15,-1
NS(=O)(=O)c1ccc(CNC(=O)c2cc(-c3ccccn3)nc3ccc(Cl)cc23)cc1,5,-1,7,-42,-11,-2,-0.7,4,-10,-10
Cc1ccccc1S(=O)(=O)Cc1ccc(C(=O)NC2CC2)o1,6,-19,5,3,4,2,-0.5,27,6,-3
# (next part)
SMILES,IEC-6 tox,KLF5 inh,HSF1 inhib,aSyn UTR inh,Platelet DG rel,HSP90 inh,HIF act,AI-2 QS mod,HSF1 activator,SKKanGAS inh
COc1ccc(C(=O)NCc2nnc(SCC(=O)c3ccc(F)cc3)n2C)cc1OC,nt,nt,0,5,2,nt,-0.6,20,2,-6
O=C(Nc1ccccc1F)c1ccncc1,-1,-21,-5,-8,-1,1,-22,27,4,0
O=C1C2C3CCC(CC3)C2C(=O)N1c1ccccc1 (stereo not given),2,-25,-1,15,10,2,-2.6,24,19,-2
Nc1nc2nc(-c3ccccc3)cc(C(F)(F)F)c2s1,2,-2,-11,12,0,-3,-1.2,nt,19,-14
Cc1ccc(S(=O)(=O)CCC#N)cc1,0,-4,0,-3,1,0,-0.7,17,9,3
COC(=O)N1CCN(c2ccc(C)cc2)C(C)C1 (stereo not given),-4,-12,1,-7,-2,-1,0.5,8,11,4
COc1cc([N+](=O)[O-])ccc1NC(=O)Nc1ccc(C(=O)N2CCCC2)cc1,2,-30,-4,-34,-1,1,0.0,-1,6,26
COc1ccc(NC(=O)COC(=O)CC2CC3CCC2C3)c([N+](=O)[O-])c1 (stereo not given),4,-9,-10,-8,-4,8,0.1,43,9,-12
CN(CC1CCN(CCc2cccc(C(F)(F)F)c2)CC1)C(=O)c1ccccc1,-2,-34,-2,-3,nt,5,1.4,11,-1,4
Cc1cc(C(=O)Nc2nccs2)c2cc(F)ccc2n1,10,-25,5,-18,1,3,-0.1,-3,32,1
CCOc1ccc(CCNC(=O)CCCn2c(=O)c3cccn3c3cccnc32)cc1OCC,-6,-6,1,23,2,4,0.3,19,-1,-3
COc1ccc(-c2cc3nc4ccccc4n3c(N)c2C#N)cc1,-1,-94,5,-128,2,-1,2.6,-1,29,74*
Cc1ccc(N2C(=O)N3[C@H](c4ccc(F)cc4)[C@@H]4C(=O)N(C5CCCCC5)C(=O)[C@@H]4[C@]3(C)C2=O)cc1,-6,-9,1,4,-6,-2,-12,42,12,-2
CCCCCC(=O)N/N=C/c1ccccc1[N+](=O)[O-],3,-62,12,-16,1,3,0.1,15,-4,-20
CCOC(=O)COc1ccc2c3c(c(=O)oc2c1)CCCC3,8,-4,-1,-18,1,5,0.2,8,-6,-2
Cc1ccc(N2C(=O)Nc3ccc(Br)cc3C2(O)C(=O)NCCCN(C)C)cc1C (stereo not given),-7,-10,-7,-4,3,-2,-0.6,24,0,4
CC(=O)c1cc(C)ccc1OC(=O)c1cccnc1,4,6,-10,-16,-10,-3,0.0,44,-24,-11
O=C(CSc1nc2ccccc2s1)Nc1ccc(C(=O)O)cc1,-6,-31,2,-20,-11,1,-0.5,17,3,0
CCn1c(=O)c(=O)[nH]c2cc(C(=O)N3CCN(Cc4ccc5c(c4)OCO5)CC3)ccc21,-3,-6,-1,-28,-6,-1,0.7,20,-11,-26
CC(C)CNS(=O)(=O)c1ccc2c(c1)OCCO2,-2,-22,-1,17,5,1,0.0,12,4,-4
Cc1cc(-c2ccc(C)c(S(=O)(=O)NCCC(C)N3CCCCCC3)c2)on1 (stereo not given),-2,-10,-67*,-4,1,1,0.2,10,-73,-2
O=C(O)CCc1ccc(-c2ccc(Cl)cc2)n1CC(=O)Nc1ccccc1,3,1,10,-19,nt,3,-0.5,5,-4,13
CCN1CCN(C(=S)Nc2ccc(Cl)c(Cl)c2)CC1,-11,-2,-7,-16,-9,-6,0.1,18,-14,14
O=C(c1ccc(Cl)cc1)N1CCOc2ccccc21,0,-1,-4,24,-1,-1,-18,-18,1,0
COc1ccc(NC(=O)CN2CCN(S(=O)(=O)c3ccc(F)cc3)CC2)cc1Cl,0,-9,-3,3,2,-1,-0.4,21,3,-4
# New compounds follow:
SMILES,IEC-6 tox,KLF5 inh,HSF1 inhib,aSyn UTR inh,Platelet DG rel,HSP90 inh,HIF act,AI-2 QS mod,HSF1 activator,SKKanGAS inh
COc1ccccc1/C=C/C=N/NC(=O)c1cnccn1,-4,-9,-7,-69,-4,0,1.2,23,-21,-5
Cc1ccccc1-n1c(=O)cc(N2CCN(Cc3ccccc3)CC2)[nH]c1=O,-6,-23,0,27,-11,-2,-0.2,3,-1,-6
CC(=O)N1c2ccc(S(=O)(=O)N3CCCC3)cc2CC1C(=O)NCc1ccc(N(C)C)cc1 (stereo not given),-1,-19,18,-14,-19,-1,-0.2,11,57*,-7
NS(=O)(=O)c1ccc(CCNC(=O)c2cc(-c3cccs3)nc3ccccc23)cc1,-5,2,-8,-7,-1,-1,-0.1,13,-2,13
CC(C)CCSc1nc2[nH]ncc2c(=O)[nH]1,4,-9,5,-8,-1,1,-0.2,16,11,0
CCOc1ccccc1NC(=O)C1CC(=O)n2ncnc2N1 (stereo not given),-2,-31,-8,6,13,2,0.0,5,9,-2
O=C(NCCN1CCOCC1)c1ccc(=O)n(Cc2ccc(Cl)cc2)c1,0,5,-3,24,-7,0,-0.1,14,2,1
CCOC(=O)Nc1oc2ccccc2c(=O)c1CN1CCOCC1,-3,4,0,-16,0,0,0.6,11,5,14
Cc1cccc(N2CCN(C(=O)C34CC5CC(CC(C5)C3)C4)CC2)c1C,-3,-15,-24,27,1,-1,-0.4,22,-41,83*
COc1ccc(C(CC(=O)NC(C)c2ccc(-c3ccccc3)cc2)NC(C)=O)cc1 (stereo not given),1,-6,2,23,0,0,-0.2,27,5,5
CCCSCCCNC(=O)c1ccc(C)c(NC(=O)C2=C(C)OCCS2)c1,-2,-34,-6,7,-7,-6,-14,31,2,1
CCCNC(=O)COc1coc(CN2CCN(C(=O)c3ccco3)CC2)cc1=O,nt,nt,-2,4,5,nt,0.9,15,-6,-2
CCn1c(=S)sc2c(=O)n(CC(=O)Nc3cccc(OC)c3)c(C)nc21,3,-18,-1,8,0,-3,-0.4,11,2,-4
O=C(O)CNS(=O)(=O)c1c(Cl)cccc1Cl,-6,-10,-3,9,1,1,-0.4,5,-6,1
CCOc1ccc(S(=O)(=O)N2CCN(C(=S)NC3CC3)CC2)cc1,3,-17,-1,-26,2,0,-0.3,-8,-11,-8
CCOC(=O)c1c(C)oc2c(CN3CCN(C)CC3)c(Br)c(OC)c(O)c12,5,13,1,8,-9,2,-0.2,5,-2,nt
CCc1ccccc1NC(=O)Cn1ccn(-c2ccc(OC)cc2)c(=O)c1=O,3,9,4,4,-6,2,0.2,33,36,2
O=C(CCCCCCC(=O)NCc1ccccc1)NCc1ccccc1,0,-28,-6,-12,-3,0,-0.7,8,0,13
Cc1ccc(C(=O)NC(C)c2ccc(-n3ccnc3)cc2)cc1S(=O)(=O)N1CCOCC1 (stereo not given),nt,nt,-7,3,-27,nt,-0.1,20,-8,-10
COC(=O)CN(c1ccccn1)S(=O)(=O)c1ccccc1,-1,-5,-2,5,8,2,1.3,13,19,-3
CCOC(=O)C1=C(C)NC2=C(C(=O)CC(c3cccs3)C2)C1c1cccs1 (stereo not given),11,6,16,-19,-3,0,1.6,nt,28,5
COC(=O)c1cc(Cn2nc(C(=O)O)c3ccccc3c2=O)oc1C,15,-24,-4,11,-4,0,1.4,29,19,-7
O=C(O)c1cccc(-n2cccc2/C=C/[N+](=O)[O-])c1,-22,-7,-3,-1,-5,1,0.2,9,-24,-5
Cc1cc(C(F)F)n2ncc(C(=O)NC3CCCCCC3)c2n1,2,24,2,11,8,1,-0.4,7,8,0
CC(C)C(=O)Nc1ncc(Cc2ccc(Cl)cc2)s1,0,-13,6,-27,-1,5,0.1,27,7,-12

# Compound activity (PubChem)

# No enrichment for hits; about 6% have a hit in one of these screens.
